GPR151 ag: human GPR151 activation; Q8TDV0; PathHunter beta-arrestin GPR151 cells, luminescence; activation, % at 11.2 µM; 650,000 tested, 1% active; in the data active = activation above about 4.9%;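 also: 0% = median of compound wells and 100% = cells with positive control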
Target sequence (Q8TDV0 whole entry, looked up): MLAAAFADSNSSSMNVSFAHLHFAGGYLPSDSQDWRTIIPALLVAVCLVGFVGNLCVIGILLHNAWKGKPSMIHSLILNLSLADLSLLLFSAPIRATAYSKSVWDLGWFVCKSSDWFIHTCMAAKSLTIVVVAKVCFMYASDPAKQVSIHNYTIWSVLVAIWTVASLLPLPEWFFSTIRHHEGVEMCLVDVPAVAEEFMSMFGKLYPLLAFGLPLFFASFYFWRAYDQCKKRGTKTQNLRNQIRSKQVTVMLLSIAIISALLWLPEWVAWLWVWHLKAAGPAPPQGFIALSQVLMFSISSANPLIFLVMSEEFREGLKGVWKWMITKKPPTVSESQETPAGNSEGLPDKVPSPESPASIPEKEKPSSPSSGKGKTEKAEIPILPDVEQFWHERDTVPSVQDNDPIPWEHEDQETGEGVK
TEAD-YAP inh: TEAD-YAP interaction inhibition | HEK-TIYL cells, TEAD-Gal4/YAP UAS-luciferase luminescence | AID 1259422 | inhibition, % at 9.12 µM | 640,000 tested, 1.4% active; in the data active = inhibition above about 32%;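 also: 0% = median of test compound wells and 100% = reference inhibitor wells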
FBW7 activator: activators of human E3 ligase FBW7; normalized activity (activation), % at 26.1 µM; AlphaScreen FBW7–phospho-cyclin E peptide binding, activator screen; 650,000 tested, 0.13% active; Q969H0; AID 1259310; in the data active = normalized activity above about 1.9%;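 also: purified mutant Fbw7 with reduced substrate affinity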
MITF primary: blocks human microphthalmia-associated transcription factor; O75030; AlphaScreen MITF homodimerization, bead proximity signal; inhibition, % at 2.6 µM; 650,000 tested, 0.91% active; in the data active = inhibition above about 50%;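 also: 0% = vehicle wells with protein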
Target sequence (O75030 whole entry, looked up): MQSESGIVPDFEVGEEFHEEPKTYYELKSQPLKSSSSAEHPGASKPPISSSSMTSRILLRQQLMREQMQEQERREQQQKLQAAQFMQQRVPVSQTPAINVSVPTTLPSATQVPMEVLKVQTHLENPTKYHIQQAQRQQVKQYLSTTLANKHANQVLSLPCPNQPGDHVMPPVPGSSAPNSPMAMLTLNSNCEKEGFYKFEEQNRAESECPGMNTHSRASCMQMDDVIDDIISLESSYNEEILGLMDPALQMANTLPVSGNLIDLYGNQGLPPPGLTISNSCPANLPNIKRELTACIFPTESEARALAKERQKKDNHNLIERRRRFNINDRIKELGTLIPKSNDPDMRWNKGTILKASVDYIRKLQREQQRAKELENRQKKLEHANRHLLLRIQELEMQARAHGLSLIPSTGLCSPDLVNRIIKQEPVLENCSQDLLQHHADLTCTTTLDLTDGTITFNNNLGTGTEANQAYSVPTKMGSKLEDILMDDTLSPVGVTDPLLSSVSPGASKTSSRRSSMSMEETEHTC
An asterisk follows results filed as active. Rows are unselected. Share with any hit: about 3.4%.

entry | molecule | GPR151 ag | TEAD-YAP inh
1 | Cn1c(SCC(=O)OCc2ccccc2)nc2cccnc21 | -0.7 | -1
2 | COc1ccc(N2CC(NC(=O)NCc3ccccn3)CC2=O)cc1OC (stereo not given) | 1.6 | 14
3 | C/C(=N/NC(=O)Cc1cccs1)c1ccc(Br)s1 | 0.4 | -6
4 | CCOC(=O)c1cc(C)sc1N1C(=O)C2C3C=CC(C3)C2C1=O (stereo not given) | -0.1 | 8
5 | COc1ccc(-n2nc(C(=O)Nc3ccc(F)c(Cl)c3)c3ccccc3c2=O)cc1Cl | -0.4 | -9
6 | O=C(CCc1ccccc1)NNC(=O)c1ccc(NC(=O)c2ccccc2)cc1 | -1.0 | -4
7 | O=C(Nc1ccc(-c2cn[nH]c2)cc1)[C@@H]1Cc2ccccc2CN1 | -0.4 | -5
8 | COc1ccccc1NC(=O)CCS(=O)(=O)c1ccc2c(c1)SCC(=O)N2 | -1.6 | -4

entry | FBW7 activator | MITF primary
1 | 0.0 | -11
2 | -0.1 | 8
3 | 0.1 | -1
4 | 0.2 | -8
5 | -0.1 | 11
6 | 0.1 | -11
7 | 0.2 | 13
8 | 0.6 | 11

The list continues.
entry | molecule | GPR151 ag | TEAD-YAP inh
9 | Cc1sc(NC(=O)c2cc([N+](=O)[O-])ccc2Cl)c(C(N)=O)c1C | -0.8 | -4
10 | Cc1cc(Cl)ccc1OCCNC(C)(C)C | -1.6 | -10
11 | COc1cccc(NC(=O)CCC2Nc3c4ccccc4nc(=S)n3C2=O)c1 (stereo not given) | -0.5 | -5
12 | CCOc1ccccc1NC(=O)CSc1nnc2nc(C)cc(C)n12 | 0.4 | 0
13 | COc1ccc(NC(=S)NCCCO)c(OC)c1 | -0.8 | 7
14 | O=C(NCC1CCC2(CCN(Cc3ccccc3)CC2)O1)c1ccccn1 (stereo not given) | 0.6 | -9
15 | CC(=O)Nc1ccc(N2C(=O)CSC2c2ccccc2C(F)(F)F)cc1 (stereo not given) | 0.5 | 12
16 | Cc1ccc(N2CC(NC(=O)Nc3cccnc3)CC2=O)cc1 (stereo not given) | 2.0 | -6

entry | FBW7 activator | MITF primary
9 | 0.0 | 9
10 | -0.1 | 48
11 | -0.1 | 0
12 | -0.1 | 3
13 | -0.1 | 3
14 | 0.1 | 0
15 | 0.0 | 6
16 | -0.1 | -5

(further entries)
entry | molecule | GPR151 ag | TEAD-YAP inh
17 | COc1cccc(OC)c1C(=O)Nc1ccc(Cl)cc1F | 1.8 | 7
18 | O=C1N=C2N(CCN3CCCCC3)c3ccccc3N2/C1=C/c1ccc([N+](=O)[O-])cc1 | -0.4 | 6
19 | CC(NC(=O)c1nn(C)c2c1COc1ccccc1-2)c1ccccc1 (stereo not given) | 0.4 | -36
20 | COc1ccc(-c2nc3cnccc3n2C)c(OC)c1 | 1.4 | 8
21 | Cc1ccc(C2CC(C(F)(F)F)n3nc(C(=O)NCCc4ccccc4)c(Cl)c3N2)cc1 (stereo not given) | 1.1 | 18
22 | Cc1cc(=O)oc2cc(OCC(=O)OCC(=O)Nc3ccc4c(c3)OCCO4)ccc12 | -0.6 | -5
23 | COc1ccccc1CN1CCNC(=O)C1CC(=O)NCCN1CCCCC1 (stereo not given) | 0.0 | -3
24 | O=C1NCC(O)=C1C=NCCO | 6.2* | 3

entry | FBW7 activator | MITF primary
17 | -0.1 | 2
18 | 0.0 | -13
19 | 0.2 | 8
20 | -0.2 | -17
21 | 0.0 | -2
22 | 0.2 | 11
23 | -0.1 | -10
24 | -0.1 | 11

Other records follow:
entry | molecule | GPR151 ag | TEAD-YAP inh
25 | CCOc1ccc(NC(=O)CNC(=O)c2ccc(C(C)(C)C)cc2)cc1 | 9.1* | 8
26 | COC(=O)Cn1c(CN2CCOCC2)nc2c1c(=O)[nH]c(=O)n2C | 0.2 | -4
27 | COc1ccc(C)cc1NC(=O)CCNC(=O)Cn1cnc2sc3c(c2c1=O)CCCC3 | 0.2 | 6
28 | Cc1ccc(N2CCSC2C(N)=O)cc1 (stereo not given) | 0.2 | -1
29 | NC1=NC(=O)/C(=C/c2ccc(OC(=O)c3ccc(Cl)cc3)cc2)S1 | -0.3 | -4
30 | CCCCCCCCCC(=O)NCCS(=O)(=O)O | -0.9 | -5
31 | Cc1c(CNC(=O)c2c([N+](=O)[O-])cnn2C)cnn1C | 1.1 | 6
32 | CC(=O)N1N=C(c2c(-c3ccccc3)c3cc(Br)ccc3[nH]c2=O)CC1c1ccco1 (stereo not given) | -1.2 | 3

entry | FBW7 activator | MITF primary
25 | 0.1 | 8
26 | -0.1 | 0
27 | -0.1 | 5
28 | -0.2 | 11
29 | 0.1 | 12
30 | -0.3 | -8
31 | 0.0 | -7
32 | 0.7 | 16

Next part:
entry | molecule | GPR151 ag | TEAD-YAP inh
33 | Cc1ccccc1CC1(CO)CCCN(C(=O)Cn2nc3ccccc3n2)C1 (stereo not given) | 0.8 | 3
34 | Cc1cc(NC(=O)C2CC2c2ccccc2)no1 (stereo not given) | -1.0 | -10
35 | CC(=O)c1ccc(N2CCN(Cc3ccc(Br)s3)CC2)cc1 | -0.1 | 2
36 | O=C(NNC(=O)C1COc2ccccc2O1)c1ccc(OC(F)(F)F)cc1 (stereo not given) | 2.5 | -8
37 | Oc1ccc(CCNc2nc(Nc3ccncn3)nc3nc[nH]c23)cc1 | -1.3 | 24
38 | CC(C)(C)NC(=O)/C(=C/c1ccccc1F)NC(=O)c1ccc([N+](=O)[O-])cc1 | 0.1 | -1
39 | CC(=O)c1ccc(OCC(C)C)c(CC(C(N)=O)C(N)=O)c1 | 1.4 | 11
40 | CNC(=O)COC(=O)c1ccc(OC)cc1OC | 1.0 | -3

entry | FBW7 activator | MITF primary
33 | 0.1 | -4
34 | -0.1 | -11
35 | -0.2 | 37
36 | 0.0 | 2
37 | 0.0 | 19
38 | 0.3 | 10
39 | 0.0 | 6
40 | -0.1 | 1

(more compounds)
entry | molecule | GPR151 ag | TEAD-YAP inh
41 | OCc1ccc(-c2cnc3c(NCc4ccc5c(c4)OCO5)nccn23)cc1 | -1.5 | -2
42 | COc1cc2[nH]c(=S)nc(NCc3ccco3)c2cc1OC | 2.3 | -2
43 | COc1cc(CNC(=O)CC2C(=O)NCCN2Cc2ccccc2)cc(OC)c1 (stereo not given) | 0.3 | -3
44 | Cc1ccc(-n2c(C)cc(C=C3C(=O)NC(=O)NC3=O)c2C)cc1 | 8.6* | 8
45 | OC(COc1c(F)cc(Br)cc1F)CN1CCOCC1 (stereo not given) | 1.2 | 0
46 | COC(=O)c1cc(C(=O)Nc2cc(C)ccn2)cc([N+](=O)[O-])c1 | 2.1 | -15
47 | COC(=O)COc1ccc(C)cc1C(C)(C)C | -0.4 | 12
48 | CCCOc1ccc(C2C(=O)N(C3CCCCCC3)CC(=O)N2Cc2ccc(C)cc2)cc1OC (stereo not given) | 0.5 | -10

entry | FBW7 activator | MITF primary
41 | -0.2 | -11
42 | -0.1 | 3
43 | 0.0 | -11
44 | 0.0 | 8
45 | 0.4 | -18
46 | 0.0 | 2
47 | -0.2 | -5
48 | 0.4 | 3

Next part:
entry | molecule | GPR151 ag | TEAD-YAP inh
49 | CC(C)c1ccc(-c2c(NCCc3ccc(S(N)(=O)=O)cc3)c(=O)c2=O)cc1 | 0.0 | 8
50 | C(=N\c1nc2ccccc2[nH]1)/c1ccc2c(c1)OCO2 | -0.3 | 0
51 | COc1ccc(-c2ccc(=O)n(CC(=O)Nc3ccc4c(c3)OCCO4)n2)cc1 | 2.9 | -5
52 | Cn1c(=O)c2c(SCC(=O)Nc3ccc(Cl)c(Cl)c3)ccnc2n(C)c1=O | 0.5 | 3
53 | COC(=O)C(C)N1C(=O)S/C(=C/c2ccc(N3CCCC3)c(F)c2)C1=O (stereo not given) | 1.8 | -10
54 | O=C(Nc1ccc(-c2ccc([N+](=O)[O-])cc2)cc1)c1cccs1 | -1.2 | -16
55 | C=CCN1C(=O)/C(=C\c2ccc3c(c2)OCO3)S/C1=N\c1nnc(C)s1 | 0.6 | -5
56 | COc1ccc([N+](=O)[O-])cc1C1=N/C(=C/c2ccc([N+](=O)[O-])cc2)C(=O)O1 | 0.8 | 1

entry | FBW7 activator | MITF primary
49 | 0.1 | 8
50 | -0.1 | 3
51 | 0.8 | 19
52 | 0.1 | 0
53 | 0.7 | 9
54 | 0.0 | -28
55 | -0.1 | 5
56 | 0.1 | 21

Following part.
entry | molecule | GPR151 ag | TEAD-YAP inh
57 | CCOc1ccc(C(=O)NC2CCN(CC(=O)Nc3cccc([N+](=O)[O-])c3)CC2)cc1 | 4.4 | 3
58 | CC(C)N(CCNC(=O)c1cnc(-c2cccc(N)c2)s1)C(C)C | -0.2 | 2
59 | CCCC(=O)N1CCN(c2ccc([N+](=O)[O-])c(NC(C)c3ccccc3)c2)CC1 (stereo not given) | -1.1 | 1
60 | COc1cccc(-c2cc(C(=O)N3CCc4ccccc4C3)no2)c1 | 1.3 | 5
61 | O=C(CC(=O)N/N=C\c1cccc(Cl)c1Cl)NCc1ccccc1 | 0.2 | 9
62 | COCCn1c(=S)[nH]c2c(sc3ccccc32)c1=O | 0.0 | -1
63 | CCC(C)NS(=O)(=O)c1ccc(NC(=O)CSc2ccccc2)cc1 (stereo not given) | -1.5 | -1
64 | O=C(CN(c1cccc([N+](=O)[O-])c1)S(=O)(=O)c1ccccc1)Nc1ccc(F)cc1F | 1.0 | 2

entry | FBW7 activator | MITF primary
57 | 0.0 | 10
58 | -0.1 | 4
59 | -0.2 | 6
60 | 0.1 | 2
61 | 0.5 | 7
62 | 0.1 | -1
63 | 0.7 | 25
64 | 0.0 | 11

The list continues.
entry | molecule | GPR151 ag | TEAD-YAP inh
65 | NC(=O)c1ccccc1NC(=O)CNCc1cccnc1 | 1.5 | 2
66 | Cc1ccc(C)c2[nH]c(=O)c(CN(CCO)Cc3nnnn3CCc3ccccc3)cc12 | -0.1 | 0
67 | OC1(c2nccs2)COC2(CCN(c3c4c(nc5ncnn35)CCC4)CC2)C1 (stereo not given) | -0.2 | 5
68 | CCOc1ccccc1C1C(C(=O)N2CCCCC2)=C(C)Nc2nc3ccccc3n21 (stereo not given) | 0.6 | 11
69 | COc1ccccc1NC(c1cccnc1)c1ccc2cccnc2c1O (stereo not given) | -0.5 | 3
70 | Cc1ccc(-c2nc(SCC(=O)O)c3c(=O)n(C)c(=O)n(C)c3n2)cc1 | -0.3 | -13
71 | Cc1cccc(OCC(=O)Nc2nnn(C)n2)c1C | -0.6 | -2
72 | Cc1c(C(=O)Nc2cc(Oc3ccccc3)cc([N+](=O)[O-])c2)sc2ncn(Cc3ccccc3Cl)c(=O)c12 | -0.3 | -3

entry | FBW7 activator | MITF primary
65 | 0.0 | -10
66 | 0.2 | -8
67 | -0.1 | 4
68 | 0.2 | 0
69 | -2.0 | 76*
70 | 0.0 | -11
71 | -0.1 | -2
72 | 0.2 | -11

Other compounds follow:
entry | molecule | GPR151 ag | TEAD-YAP inh
73 | O=C(c1nc2ccccc2s1)C1CCN(C(=O)Cc2n[nH]c(=O)c3ccccc23)CC1 | -0.6 | -13
74 | CCCCNC(=O)c1ccc2c(c1)nc(C)n2-c1cc(C)ccc1OC | 0.7 | 1
75 | CC(=O)NC(Cc1ccc(F)cc1)C(=O)O (stereo not given) | 1.3 | 5
76 | Cc1cc(C)n(CC(O)COc2ccccc2[N+](=O)[O-])n1 (stereo not given) | -0.1 | -19
77 | COc1cc(C)c(C)cc1S(=O)(=O)Nc1cccc(-n2c(C)nc3ccccc3c2=O)c1 | -1.2 | -4
78 | COc1ccc(-n2nc(C(=O)NCC(=O)NCCN(C)C)c3ccccc3c2=O)cc1 | -1.2 | -9
79 | CC(=O)NCC1Cc2cccc(-c3ccc(S(C)(=O)=O)cc3)c2O1 (stereo not given) | 7.3* | 6
80 | CCOC(=O)c1c(C)[nH]c(C(=O)COc2ccc(C)nc2[N+](=O)[O-])c1C | -1.3 | 4
81 | CNC(=O)c1ccccc1NC(=O)c1cccc(S(=O)(=O)N2CCCCC2)c1 | 1.0 | -9
82 | COCCNc1ccnc2c(-c3ccc(OC(F)(F)F)cc3)cnn12 | 0.2 | -91

entry | FBW7 activator | MITF primary
73 | 0.1 | 11
74 | -0.2 | 15
75 | 0.1 | 6
76 | 0.2 | 10
77 | 0.1 | 14
78 | -0.1 | 1
79 | -0.1 | 8
80 | -0.2 | 9
81 | -0.1 | 12
82 | 0.1 | 5

Bioassay records: PubChem, The Scripps Research Institute Molecular Screening Center
